Screening data (PubChem BioAssay)
CRFBP-R2 agonist: CRF-BP/CRF-R2 complex agonism | HEK293 CRF-R2/CRF-BP, calcium dye fluorescence (FLIPR); percent of saturating CRF peptide response | activation, % at 13.2 µM | hit rate 0.46% among 350,000 | AID 588473;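 active means activation of at least 50%, plus an integration ratio under a set limit after plate pattern correction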;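 further: plate controls were neutral control wells without compound for no effect and CRF at EC100 for full effect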
CHRM5 agonist: agonists of human muscarinic M5 receptor (CHRM5); P08912; hit rate 0.19% among 360,000; CHO-K1 hM5 cells, Fluo-8 calcium fluorescence; 0% DMSO wells, 100% maximal acetylcholine response; activation, % at 3 µM; AID 624037;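 active means activation above the run's mean over test compounds plus 3 SD, cut at about 23% in these data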;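 further: signal is peak over basal fluorescence ratio across the kinetic read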
Target sequence (P08912 whole entry, looked up): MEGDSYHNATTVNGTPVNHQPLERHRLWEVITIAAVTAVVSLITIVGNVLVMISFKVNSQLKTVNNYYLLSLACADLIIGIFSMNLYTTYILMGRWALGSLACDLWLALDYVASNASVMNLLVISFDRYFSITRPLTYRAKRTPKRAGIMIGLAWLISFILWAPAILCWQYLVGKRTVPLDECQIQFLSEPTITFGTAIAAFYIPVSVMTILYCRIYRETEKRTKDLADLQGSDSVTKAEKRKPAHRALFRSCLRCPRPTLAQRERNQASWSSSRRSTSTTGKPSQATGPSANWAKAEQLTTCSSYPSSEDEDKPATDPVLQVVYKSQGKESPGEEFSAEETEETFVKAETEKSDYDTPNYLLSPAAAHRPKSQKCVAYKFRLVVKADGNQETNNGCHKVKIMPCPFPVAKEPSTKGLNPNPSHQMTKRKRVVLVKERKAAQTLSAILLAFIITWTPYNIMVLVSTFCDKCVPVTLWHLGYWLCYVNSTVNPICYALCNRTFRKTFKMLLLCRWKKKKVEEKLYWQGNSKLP
CRFBP-R2 block: antagonists of CRF-binding protein/CRF-R2 receptor complex | inhibition, % at 11.8 µM | hit rate 0.59% among 350,000 | AID 588475 | HEK293 CRF-R2/CRF-BP, CRF-induced calcium fluorescence;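 active means inhibition of the ligand-induced calcium signal above about 50% at the single tested concentration, limit read from the data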
CHRM4 agonist: agonists of human muscarinic M4 receptor (CHRM4); P08173; CHO-K1 hM4/Gqi5, Fluo-8 calcium fluorescence; vehicle 0%, full acetylcholine response 100%; activation, % at 3 µM; hit rate 0.14% among 360,000;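 active means activation above the run mean over all test wells plus 3 SD, cut at about 32% in these data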;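 further: peak over basal fluorescence ratio per well then scaled between controls; 0% = DMSO wells and 100% = acetylcholine at EC100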
Target sequence (P08173 whole entry, looked up): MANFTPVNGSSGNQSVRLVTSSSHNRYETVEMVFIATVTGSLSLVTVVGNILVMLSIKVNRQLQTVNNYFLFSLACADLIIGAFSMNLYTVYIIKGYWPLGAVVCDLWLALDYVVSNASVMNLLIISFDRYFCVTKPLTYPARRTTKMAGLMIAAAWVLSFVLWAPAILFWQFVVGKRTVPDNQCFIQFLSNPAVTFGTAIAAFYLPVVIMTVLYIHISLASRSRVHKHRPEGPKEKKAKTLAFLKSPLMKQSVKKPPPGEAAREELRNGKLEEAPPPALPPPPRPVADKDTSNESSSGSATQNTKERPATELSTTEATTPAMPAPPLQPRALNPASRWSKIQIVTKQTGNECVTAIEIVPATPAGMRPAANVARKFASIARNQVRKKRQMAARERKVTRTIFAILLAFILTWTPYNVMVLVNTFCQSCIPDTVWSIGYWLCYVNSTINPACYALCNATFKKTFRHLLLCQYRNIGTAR
M4 PAM: potentiates acetylcholine response at human M4 receptor. hit rate 0.4% among 360,000. activation, % at 3 µM. AID 624126. CHO-K1 hM4/Gqi5, Fluo-8 calcium fluorescence, ACh EC20; 0% = ACh EC20, 100% = maximal ACh. P08173;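 active means activation above its plate's cutoff, the mean activation of sample wells plus 3 SD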; further: some results filed as inactive read as strong as hits
M5 antag: CHRM5 antagonism in calcium assay. P08912. CHO-hM5 cells, Fluo-8 calcium fluorescence, ACh EC80. inhibition, % at 3 µM. hit rate 0.59% among 360,000. AID 624040;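 active means inhibition above a per-plate cutoff, the mean of that plate's test compounds plus 3 SD, cut at about 27% in these data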;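 further: 0% = acetylcholine EC80 with DMSO and 100% = DMSO without agonist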
IDE cell inh: inhibits human insulin-degrading enzyme in HEK cells; P14735; AID 434962; hit rate 0.41% among 320,000; inhibition, % at 5.59 µM; FAbetaB cleavage, fluorescence polarization;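 active means percent inhibition above the average of all tested compounds plus 3 SD, set per screening campaign, cut at about 16% in these data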;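 further: IDE supplied by intact live HEK cells; FP after avidin binding of uncleaved biotin substrate so inhibition keeps polarization high; 0% = DMSO wells and 100% = 60 µM reference IDE inhibitor Ii1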
M5 PAM: positive allosteric modulators of human muscarinic M5 receptor; AID 624038; hit rate 0.3% among 360,000; CHO-K1 hM5, Fluo-8 calcium, ACh EC20 PAM; 0% = ACh EC20, 100% = ACh EC100; P08912; activation, % at 3 µM;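 active means activation above the run cutoff, the mean activation of all test compounds plus 3 SD, cut at about 18% in these data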
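Replicates: One well per compound, no replicates | System: Human M5 receptor in CHO-K1 cells | Benchmarks: Low control EC20 acetylcholine (0%), high control EC100 acetylcholine (100%) | Probe or stimulus: Acetylcholine, EC20 level | Times: Fluo-8 loading 80 min at 37 °C plus 30 min room temperature | Signal: Intracellular calcium via Fluo-8 fluorescence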
M4 antag: antagonists of human muscarinic M4 receptor (CHRM4); P08173; CHO-hM4 cells, ACh EC80, Fluo-8 calcium fluorescence; inhibition, % at 3 µM; hit rate 0.73% among 360,000; AID 624125;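 active means inhibition above its plate's cutoff, the mean inhibition of sample wells plus 3 SD, cut at about 27% in these data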;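 further: 0% = acetylcholine EC80 with DMSO and 100% = DMSO without agonist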
The depositor's hits bear a star; x = not tested or not shown. Outcome played no part in choosing rows; any-hit rate near 2.9%.

SMILES	CRFBP-R2 agonist	CHRM5 agonist	CRFBP-R2 block	CHRM4 agonist	M4 PAM	M5 antag	IDE cell inh	M5 PAM	M4 antag
O=C(N[C@@H](Cc1ccccc1)c1nc2ccccc2[nH]1)c1cc([N+](=O)[O-])ccc1Cl	0.8	-2.6	-7.9	2.8	9.4	0.7	1.7	4.6	5.4
CCCc1cc(C(=O)Cc2ccc(F)cc2)c(O)cc1O	-0.6	-3.4	11.3	3.6	-3.6	-0.2	-6.5	-14.0	0.4
O=C(COc1ccc2ccc(=O)oc2c1)NC1CCS(=O)(=O)C1 (stereo not given)	0.5	0.1	-14.7	0.1	3.6	0.0	1.4	-2.4	-17.1
O=C(NC1CCC(O)CC1)c1ccc(Br)o1 (stereo not given)	1.8	1.9	-6.2	2.1	14.0	1.5	0.2	-4.4	-8.4
N#Cc1ccccc1NS(=O)(=O)c1cc2c3c(c1)CCN3C(=O)CC2	0.8	-0.3	3.7	1.1	1.0	8.0	1.5	-4.9	-4.1
CCN(CC)c1ccc(/C=C(\C#N)C(N)=O)cc1	1.7	-4.0	-7.4	2.0	-2.8	0.4	x	1.3	-4.7
O=S(=O)(N/N=C\C=C\c1ccccc1)c1ccc(Cl)cc1	1.1	-4.1	1.4	-0.3	2.1	-8.3	0.7	2.6	-14.1
CN(Cc1ccccc1)Cc1nc2c(c(=O)n(C)c(=O)n2C)n1CCCc1ccccc1	-0.1	3.1	-36.6	0.0	-0.8	4.2	-1.9	-5.2	5.1
COC(=O)C1CCN(C(=O)COc2ccc(S(=O)(=O)N3CCOCC3)cc2Cl)CC1	-2.1	4.1	-1.2	1.6	0.1	-6.0	6.4	0.1	-4.5
COC(=O)c1cccc(CN2C(=O)C(C)Sc3ccc(C#N)cc32)c1 (stereo not given)	x	-1.9	x	1.5	5.6	-4.4	x	-3.0	-8.7
COc1ccc(-c2cc(C(=O)NCC3CCCCC3)[nH]n2)c(C)c1	x	-3.8	x	0.4	-2.5	6.3	x	-1.8	4.4
COc1ccc(Cl)cc1C(=O)NNC(=O)CN1C(=O)C2CC=CCC2C1=O (stereo not given)	-1.0	-3.3	-1.5	1.7	3.1	6.8	3.4	3.7	-11.7
COc1cccc(CNC(=O)CSc2nnc3c(n2)[nH]c2ccccc23)c1	-0.7	0.4	-9.3	1.5	0.0	18.2	3.7	3.4	6.6
CCN(CC)C(=O)c1ccc(Oc2ccc([N+](=O)[O-])cc2Cl)cc1	-2.6	-4.3	12.7	3.1	-1.8	5.9	5.4	0.5	-6.5
Cc1cccc(NC(=O)c2ncn3c2C(=O)N[C@@H](C)C3)c1	0.0	-0.7	-8.1	-0.3	5.1	14.8	x	-7.0	-3.2
CCOC(=O)C1CCN(C(=O)CSc2nc3ncccc3[nH]2)CC1	-1.0	-2.2	1.9	0.3	-6.0	2.6	-2.7	0.5	-7.2
CC1S/C(=C(\C#N)C(N)=O)N(c2ccc(F)cc2)C1=O (stereo not given)	-0.1	-0.1	2.2	3.0	1.4	3.8	1.9	-2.9	-6.8
Cc1ccc(N(CC(O)CN2C(=O)NC(C)(C)C2=O)S(=O)(=O)c2ccc([N+](=O)[O-])cc2)cc1 (stereo not given)	0.5	-1.4	-8.5	9.3	-9.1	12.4	-2.9	-7.5	-0.9
Cc1ccc(C(=O)N2CCN(c3ccc([N+](=O)[O-])c(NCc4ccco4)c3)CC2)cc1	-0.6	-10.7	1.3	-1.6	31.2*	-10.4	-6.5	-1.4	-17.1
CCOC(=O)c1c(C)[nH]c(C(=O)COC(=O)c2ccc([N+](=O)[O-])o2)c1C	-0.7	-2.6	-5.6	6.3	0.6	3.9	4.4	-7.2	-18.2
Cc1ccc2[nH]cc(C(=O)CN3CCN(c4ccccn4)CC3)c2c1	-1.1	-1.1	21.7	2.1	-1.9	6.2	3.2	-3.8	0.6
O=C1CCC(C(=O)N2CCCCCC2)CN1Cc1cccc(C(F)(F)F)c1 (stereo not given)	-0.1	3.0	-5.0	2.1	-5.5	4.4	-1.9	-0.7	9.3
CSc1ncccc1C(=O)NNC(=O)c1ccc(NS(=O)(=O)c2cccs2)cc1	0.2	2.8	4.0	1.6	19.7	-4.5	-1.1	2.1	-6.5
CCOC(=O)c1sc2nc(C)nc(NCc3ccc(Cl)cc3)c2c1C	12.8	-3.2	-8.8	2.2	-5.6	6.3	8.7	-1.9	9.3
COc1ccc(CN2CCN(Cc3c[nH]c4ccccc34)CC2)cc1	-1.2	0.3	2.0	1.5	-1.2	6.4	-2.8	-6.8	-13.0
CCC(=O)Oc1ccc2c(C)cc(=O)oc2c1C(=O)CC	-2.0	-1.2	2.1	-0.4	2.8	4.0	3.4	8.5	-11.1
CCc1cccc(NC(=O)C2CC2c2ccccc2)c1 (stereo not given)	-0.9	-7.6	3.4	-1.5	-8.6	10.5	5.6	-0.2	5.6
CCCCn1nnnc1SCC(=O)c1ccc(C)c(C)c1	2.1	-13.2	2.4	1.2	-1.2	-0.6	-1.4	-11.1	-3.6
Cc1ccc(S(=O)(=O)N2CC3=C(C2)C2CC2(C)C3)cc1 (stereo not given)	x	-5.9	x	-1.4	-11.0	8.2	x	-15.3	10.5
CC1CC(C)(C)NC(=S)N1CCC(=O)N1CCN(c2ccccc2)CC1 (stereo not given)	-0.4	0.3	2.3	1.7	2.5	0.7	-2.5	2.8	-3.0

Record cards, from the list above:
Shown for CCOC(=O)c1sc2nc(C)nc(NCc3ccc(Cl)cc3)c2c1C → CRFBP-R2 agonist: 12.8; CHRM5 agonist: -3.2; CRFBP-R2 block: -8.8; CHRM4 agonist: 2.2; M4 PAM: -5.6; M5 antag: 6.3; IDE cell inh: 8.7; M5 PAM: -1.9; M4 antag: 9.3
Shown for Cc1ccc(S(=O)(=O)N2CC3=C(C2)C2CC2(C)C3)cc1 (stereo not given) → CRFBP-R2 agonist: x; CHRM5 agonist: -5.9; CRFBP-R2 block: x; CHRM4 agonist: -1.4; M4 PAM: -11.0; M5 antag: 8.2; IDE cell inh: x; M5 PAM: -15.3; M4 antag: 10.5

Next structures
SMILES	CRFBP-R2 agonist	CHRM5 agonist	CRFBP-R2 block	CHRM4 agonist	M4 PAM	M5 antag	IDE cell inh	M5 PAM	M4 antag
O=C(O)Cc1ccc2c(c1)N(S(=O)(=O)c1cccs1)CC(C(=O)O)O2 (stereo not given)	0.4	0.7	8.9	0.5	1.6	12.6	0.2	1.6	-2.7
CC(C)c1ccc(/C=C2\SC(=S)N(CCC(=O)N3CCCCC3CCO)C2=O)cc1 (stereo not given)	0.8	1.0	-11.7	2.1	-3.2	12.6	2.9	3.5	5.5
Cc1cc(S(=O)(=O)N2CCOCC2)ccc1OCC(=O)Nc1ccccc1F	-1.7	-1.1	24.8	-0.8	-6.2	2.5	2.7	2.5	5.7
COc1ccc(C(NC(=O)C2CCN(C/C=C/c3ccc(OC(C)=O)c(OC)c3)CC2)c2ccccn2)cc1 (stereo not given)	x	-2.0	x	1.3	-1.6	-5.8	x	2.8	1.0
CCc1nnc(NC(=O)CSc2nnc(Cc3ccccc3)n2-c2ccc(OC)cc2)s1	1.4	-7.2	-9.4	-0.5	-1.4	5.7	2.4	4.1	-3.8
COc1cc(C)ccc1OCCOCCN(C)Cc1ccccc1	0.2	-4.9	31.7	0.6	-4.5	-6.1	2.5	-0.1	-6.1
O=C(O)c1cc(Br)ccc1NS(=O)(=O)c1cccc2nsnc12	3.1	-0.4	-3.2	0.1	5.8	2.2	-0.6	-1.7	-13.9
O=C1c2ccccc2C(Nc2ccc3c(c2)OCO3)N1Cc1ccc2c(c1)OCO2 (stereo not given)	-1.1	0.4	-26.6	2.5	5.0	-1.8	-0.5	-2.9	-12.5
CCOC(=O)c1c(C)n(C)c2ccc(OCC(O)Cn3nc(C)cc3C)cc12 (stereo not given)	0.5	0.7	-9.5	4.5	6.3	4.2	0.0	-4.2	-1.1
CCCc1cc(=O)n2[nH]c(NCc3ccc(OC)c(OC)c3)nc2n1	-1.0	-1.3	26.4	2.5	3.6	-7.4	0.0	-0.5	-3.4
Cc1ccc(Cl)cc1NC(=O)CN1CCN(S(=O)(=O)N2CCC(C)CC2)CC1	-0.2	0.1	4.8	4.0	-0.4	6.0	-2.0	2.1	4.0
C/C(=N\Nc1ccc([N+](=O)[O-])cc1)c1cccc(N)c1	3.3	0.3	-20.3	8.5	-7.5	10.8	5.3	-8.4	10.3
COc1cccc(NC(=S)NC(=O)Cc2ccc(Cl)cc2)c1	67.9*	36.2*	-29.4	29.2	-4.6	11.9	0.8	0.9	-0.2
OC1(c2ccccc2)C/C(=N\n2cnnc2)C=C1c1ccccc1 (stereo not given)	1.2	1.3	1.3	0.4	-3.9	-1.0	0.6	0.2	12.3
O=C(N/N=C/c1cc([N+](=O)[O-])ccc1O)c1ccncc1	0.8	5.8	-1.9	0.2	5.7	-8.5	-1.3	5.3	-9.9
CC1=NN(C(N)=S)C(=O)C1N=Nc1ccccc1C (stereo not given)	-1.6	-4.9	-23.7	0.0	10.7	3.0	2.4	-2.9	-6.4
O=c1[nH][nH]c(C(F)(F)F)c1C=Nc1ccc(Cl)cc1	-1.6	-3.7	-28.1	0.0	2.1	5.5	-3.3	-3.9	-13.5
COc1ccc(/C=N/NC(=O)C(=O)N2CCCC2)cc1OC	-1.3	1.4	21.2	-1.4	4.4	11.9	-9.9	-3.5	1.2
C=CCNS(=O)(=O)c1ccc(N2C(=O)c3ccccc3C2=O)cc1	-0.3	-0.7	-3.7	4.2	5.2	-9.3	3.2	-4.5	0.5
Cc1cc(S(=O)(=O)NCC(C)C)ccc1OCC(=O)NCC1CCCO1 (stereo not given)	0.8	-2.2	3.5	1.4	2.5	10.8	4.4	-9.8	-4.9
Cc1nnc(NCC=Cc2ccccc2)s1	x	-8.1	x	0.1	0.2	5.0	x	-12.2	-4.6
c1ccc(-c2ccccc2OCCN2CCCCC2)cc1	5.4	-5.8	-27.2	0.8	-18.5	3.5	1.1	-17.2	10.0
O=C(NCc1nc(-c2ccccc2)cs1)c1ccccc1	-0.2	-1.1	9.0	3.4	0.3	3.7	3.9	-6.8	-3.1
Nc1nnc(CC(c2ccccc2)c2ccccc2)s1	-0.1	-1.0	3.5	0.5	-0.9	2.6	1.5	-5.4	-3.4
COC(=O)N1CCCCC1c1cc(C(=O)NCc2ccccc2)no1 (stereo not given)	x	0.9	x	1.5	-4.9	1.4	x	-4.4	-0.8
CCCCn1nnnc1C(c1cc2ccccc2o1)N(C)Cc1ccccc1 (stereo not given)	x	-1.4	x	-0.7	-10.0	6.7	x	-5.2	7.5
COc1cc(NC(=O)CN2C(=O)NC(C)(CCC(C)C)C2=O)cc(OC)c1 (stereo not given)	0.1	-1.5	-9.3	1.7	-0.8	3.8	3.5	-0.9	2.0
CCCc1cc(=O)[nH]c(SCC(=O)c2[nH]c(C)c(C(=O)OCC)c2C)n1	-0.7	2.9	4.9	1.9	18.3	6.0	-2.2	-3.0	-5.3
